Source: PubChem BioAssay
NCI-60 one-dose screen, 48 h, at 10 µM unless noted. Numbers give growth in % (100 = growth as untreated, 0 = no growth, -100 = all killed).
NCI-H23 = NCI-H23 lung cancer; AID 1794731; hit rate 4% among 80,000
NCI-H460 = NCI-H460 lung cancer; AID 1794736; hit rate 6.8% among 82,000
COLO 205 = COLO 205 colon cancer; hit rate 7.3% among 79,000
NCI-H322M = NCI-H322M lung cancer; AID 1794733; hit rate 2.7% among 80,000
HCT-15 = HCT-15 colon cancer; hit rate 5.2% among 82,000
SW-620 = SW-620 colon cancer. hit rate 5.2% among 82,000
NCI-H522 = NCI-H522 lung cancer | hit rate 8% among 78,000
NCI-H226 = NCI-H226 lung cancer. hit rate 3.5% among 79,000
HT29 = HT29 colon cancer. AID 1794748. hit rate 7.4% among 81,000
* marks the source's active call; other numbers are inactive results; . = no result given; [ ] = another dose, or the depositor's remark. How the source made its calls: active means growth percent below 10; inactive means the rest.

SMILES	NCI-H23	NCI-H460	COLO 205	NCI-H322M	HCT-15	SW-620	NCI-H522	NCI-H226	HT29
NS(=O)(=O)c1cnccc1Oc1c(-c2ccccc2)oc2ccccc2c1=O	123.4	87.3	126.2	109.3	108.2	95.5	88.4	102.8	112.2
Cc1ccc(S(=O)(=O)Nc2ccc(C3=NNC(c4ccccc4F)C3)cc2)cc1 (stereo unspecified)	94.8	99.3	115.1	95.1	97.7	100.5	96.8	85.9	112.4
OCC(O)C(Cl)CCl (stereo unspecified)	107.4	103.7	109.8	92.3	99.5	96.6	97.1	95.9	103.4
NC(=O)NCc1cc(Br)cc(Br)c1O	107.9	103.3	101.2	108.5	114.0	100.4	100.3	96.9	105.2
COc1ccc(/C=C2\COc3ccc(O)cc3C2=O)cc1OC	104.8	67.6	93.9	90.4	71.3	10.6	35.2	97.0	19.9
Cc1ccc(Nc2ncnc3c2sc2ncccc23)cc1	100.6	97.6	107.3	95.9	99.2	99.8	105.9	91.7	113.8
Cc1ccc(C(=O)c2ccc(CC(=O)NN3C(=O)c4ccccc4C3=O)n2C)cc1	100.2	103.7	105.0	102.4	102.8	99.3	88.1	97.8	105.5
CC/C(=C(\c1ccc(OCCN2CCCCC2)cc1)c1ccc(OC(=O)C2CCCCC2)cc1)c1ccc(OC)cc1	101.7	107.2	97.0	95.8	102.2	102.1	96.0	92.8	110.0
Cc1cc(-c2ccccc2)n2nc(NN)nc2n1	104.9	104.7	113.8	98.3	105.4	105.1	97.9	89.9	108.6
COC1OC2COC(c3ccccc3)OC2C(OS(=O)(=O)c2ccc(C)cc2)C1OS(=O)(=O)c1ccc(C)cc1 (stereo unspecified)	97.9	117.0	107.1	94.4	114.3	.	70.1	94.8	87.7
C#CCOc1ccc2ncnc(N3CCC(NC(=O)C=C)CC3)c2c1	96.3[8.25 µM]	102.2[8.25 µM]	103.7[8.25 µM]	99.8[8.25 µM]	113.6[8.25 µM]	102.4[8.25 µM]	91.3[8.25 µM]	89.2[8.25 µM]	98.6[8.25 µM]
CCCS(=O)(=O)Nc1cc(-c2cc(-c3ccc(N4CCNCC4)cc3)cnc2N)cc(F)c1OC	99.5	104.6	110.0	90.0	112.4	95.4	94.2	65.3	86.6
CC(=O)C(=Cc1ccc(N(C)C)cc1)C(C)=O	96.7	110.8	105.6	96.7	96.7	106.6	74.4	93.8	94.5
CSC1=Nc2c(c(C)c(C)n2CCCC(=O)N(C(=O)NC2CCCCC2)C2CCCCC2)C2=NC(=O)CN12	100.9	116.7	125.2	99.3	107.6	98.4	98.4	97.4	100.1
CSc1nc(=O)n(Cc2ccc(Cl)cc2)c(=O)[nH]1	100.4	108.4	104.4	127.0	102.8	109.6	90.7	107.6	109.3
Cc1ccc(-c2cc(C(=O)N=Nc3c(O)[nH]c4ccc(Br)cc34)c3ccccc3n2)cc1	51.2	47.3	107.6	80.9	8.8*	34.1	78.7	65.3	42.1
CN(C)CCn1c(=O)c2c3cc4c(cc3n(CCN(C)C)c2c2ccc(Cl)cc21)OCO4	36.9	12.7	27.0	49.1	43.3	-14.7*	44.5	55.0	25.1
Cc1nc(N)[nH]c(=O)c1CCCNc1ccc([N+](=O)[O-])cc1	93.1	102.7	95.9	89.3	82.7	96.9	94.7	92.7	102.7
Cc1cccc(-c2nc(-c3cccc(C)c3)c3cc(-c4ccccc4)n(C)c3n2)c1	97.5	103.1	120.8	109.3	102.0	93.9	93.9	94.8	99.0
O=c1c(CN(CCO)CCO)c(-c2ccccc2)sc2ccccc12	91.3	.	104.6	101.4	101.1	.	82.5	107.9	.
c1ccc(-c2nnc(-c3ccccn3)s2)nc1	79.6	102.0	108.7	117.4	.	99.8	96.1	96.8	103.9
O=C1C2[C@@H]([C@H]3CO[C@@H]1O3)[C@H]2C(=O)c1cccs1 (stereo partly specified)	101.5	108.5	110.6	.	98.2	100.2	85.6	.	97.0
O=c1oc2cc(O)ccc2c2c(-c3ccccc3)c[nH]c12	102.7	91.4	109.6	99.7	83.1	97.2	80.1	82.1	92.9
O=C(Cc1ccccc1)NN=C1CCCC1	100.9	111.3	112.6	103.0	106.5	100.9	99.1	100.6	101.4
CN1C(=O)/C(=C/c2ccc(C(=O)Nc3ncc(Cc4cc(Cl)ccc4Cl)s3)cc2)SC1=S	67.6	73.7	89.2	76.7	49.0	62.8	62.5	68.5	64.0
O=C(Nc1cccc(C(F)(F)F)c1)N1CCN(c2cc(-c3cn(-c4ccccc4)nc3-c3cccc(O)c3)ccn2)CC1	37.7	63.4	60.0	73.9	22.2	52.3	31.0	30.3	24.5
CCOC(=O)N1CCC(CN(Cc2ccc(Cl)cc2)Cc2ccc([N+](=O)[O-])s2)C1 (stereo unspecified)	82.3	90.9	82.4	88.2	91.0	83.7	59.2	82.9	61.2
COc1ccc(C(=O)c2nc3ccccc3n2CC(=O)c2ccc(F)cc2)cc1	88.4	108.4	130.5	99.8	56.0	46.0	35.6	101.7	55.0
Cc1cc2c(-c3nc4cc(C(F)(F)F)ccn4c3NC3CCCCC3)c(O)c(O)cc2c(O)c1-c1c(C)cc2c(-c3nc4cc(C(F)(F)F)ccn4c3NC3CCCCC3)c(O)c(O)cc2c1O	83.1	54.7	84.8	65.6	67.5	74.2	60.1	62.0	78.0
O=C(Cn1cc(COc2ccccc2)nn1)Nc1nc2ccccc2s1	100.5	104.4	108.0	.	105.7	102.6	89.4	105.2	106.5
Cc1nc(Nc2ccc(NC(=S)Nc3ccccc3)cc2)nc2nc(Nc3cccc(Cl)c3)[nH]c(=O)c12	92.4	114.3	122.3	183.0	98.2	98.3	34.4	99.2	114.5
CCOC(=O)c1c(NC(=S)Nc2ccccc2)sc2c1CCC(=O)C2	70.7	87.3	65.8	102.3	42.3	40.1	22.4	90.8	41.5
OCCN(CCO)C1c2ccccc2-c2ccccc21	90.2	107.6	91.2	93.9	96.7	111.9	66.2	93.6	79.4
C[C@H](C(=O)N[C@@H](Cc1ccc(-c2ccccc2)cc1)C(=O)NC1CC(C)(C)NC(C)(C)C1)c1ccc(-c2ccccc2)c(F)c1	-42.0*	-76.4*	-81.8*	-34.0*	-75.0*	-78.2*	.	-26.7*	-61.2*
Clc1ccc(CSc2ncc(Br)c(Cl)n2)cc1	98.0	115.0	113.9	123.5	102.9	110.0	48.6	109.0	116.2
CN1CCN(CCOc2ccc(-c3cnc4c(-c5ccc(F)cc5)cnn4c3)cc2)CC1	67.0	-1.2*	-51.7*	75.0	-15.8*	-86.9*	64.1	103.6	1.1*
CCCC(C)(NS(=O)(=O)c1ccccc1)C(=O)O (stereo unspecified)	97.2	106.6	105.7	106.2	94.0	107.2	88.0	84.5	94.3
COc1ccc(-c2cc(-c3ccc(Oc4ccnc5cc(Cl)ccc45)c(OC)c3)c3c(=O)[nH]c(N)nc3n2)cc1	105.8	111.9	112.3	91.8	95.5	108.4	86.9	89.2	122.6
Cc1ccc2c3c(ccc2c1)C(=O)c1c(ccc2c1N[C@@H]1C[C@H]2O[C@@H](C)[C@@H]1O)C3=O	80.1	84.9	89.1	65.9	74.4	92.6	77.5	.	87.7
c1ccc2nc(Cn3c[n+](Cc4ccc5ccccc5n4)c4ccccc43)ccc2c1	32.0	32.4	7.0*	78.1	98.7	45.3	.	37.1	15.5
N#Cc1c(Nc2ccc(F)cc2)n[nH]c1-c1cccs1	85.2	107.4	128.1	102.4	97.7	101.5	97.1	88.9	114.4
O=C(NCc1ccccc1O)c1cccc2ccccc12	47.8	70.3	106.4	95.9	68.9	87.6	65.8	76.7	106.6
Cc1nc2ccccc2nc1SCc1nnc(Nc2ccc(Cl)cc2)s1	.	90.7	97.4	84.1	98.3	87.7	93.2	93.9	95.4
Cn1cnc2c1c(=O)n(CCC(=O)Nc1ccc(F)cc1)c(=O)n2C	95.8	107.8	103.7	106.9	103.8	107.0	87.3	105.8	86.6
Fc1ccc(-c2nn(-c3ccccc3)cc2-c2nc3ccccc3[nH]2)cc1	95.7	103.9	113.8	98.6	88.1	95.8	83.2	98.0	97.6
Cc1ccc2nc(NC(=O)CSc3nc(-c4ccccc4)c(C#N)c4nc5ccccc5c(=O)n34)sc2c1	98.1	104.7	110.9	100.9	94.0	101.9	90.5	105.5	108.7
O=C(O)CSc1ccc([N+](=O)[O-])c(SCC(=O)O)n1	103.0	110.5	.	108.8	97.6	108.2	93.7	.	110.3
CCCCCCCCCCCCCCCCOc1ccc(C)cc1	98.2	114.3	111.4	111.1	107.7	100.7	103.8	107.2	106.1
CCCCCCCCCCCCNC(=S)N/N=C/c1cccc(O)c1	87.9	98.4	110.5	103.8	84.2	101.9	50.6	86.3	89.6
Fc1ccc(NC(=S)c2ccccc2)cc1	104.3	106.5	113.2	106.1	102.2	102.2	96.3	99.1	109.0

Of the compounds above, these have an aryl methoxy group.
SMILES	NCI-H23	NCI-H460	COLO 205	NCI-H322M	HCT-15	SW-620	NCI-H522	NCI-H226	HT29
COc1ccc(/C=C2\COc3ccc(O)cc3C2=O)cc1OC	104.8	67.6	93.9	90.4	71.3	10.6	35.2	97.0	19.9
CC/C(=C(\c1ccc(OCCN2CCCCC2)cc1)c1ccc(OC(=O)C2CCCCC2)cc1)c1ccc(OC)cc1	101.7	107.2	97.0	95.8	102.2	102.1	96.0	92.8	110.0
CCCS(=O)(=O)Nc1cc(-c2cc(-c3ccc(N4CCNCC4)cc3)cnc2N)cc(F)c1OC	99.5	104.6	110.0	90.0	112.4	95.4	94.2	65.3	86.6
COc1ccc(C(=O)c2nc3ccccc3n2CC(=O)c2ccc(F)cc2)cc1	88.4	108.4	130.5	99.8	56.0	46.0	35.6	101.7	55.0
COc1ccc(-c2cc(-c3ccc(Oc4ccnc5cc(Cl)ccc45)c(OC)c3)c3c(=O)[nH]c(N)nc3n2)cc1	105.8	111.9	112.3	91.8	95.5	108.4	86.9	89.2	122.6

The list continues:
SMILES	NCI-H23	NCI-H460	COLO 205	NCI-H322M	HCT-15	SW-620	NCI-H522	NCI-H226	HT29
COC1=CC2ON(C(=O)c3ccccc3)C1C1C3(O)CCCc4cccc(c43)N3C(=O)COC213 (stereo unspecified)	98.2	104.8	93.7	98.5	104.2	96.2	92.6	97.2	106.0
CCCCN(C1CCN(C(=O)OC(C)(C)C)CC1)S(=O)(=O)NC(=O)OC(C)(C)C	89.8	111.3	132.9	120.1	108.1	111.5	107.3	93.4	107.3
CCOc1cc(CCNS(=O)(=O)c2ccc(C)cc2)c(C(C)=O)cc1OCC	89.3[100 µM]	76.9[100 µM]	95.9[100 µM]	108.5[100 µM]	83.3[100 µM]	92.9[100 µM]	.	81.0[100 µM]	79.7[100 µM]
COc1nc2cc(OC(C)C)ccc2cc1-c1nc2c(cnn2-c2ccc(Br)cc2)c(=O)[nH]1	102.8	105.3	114.6	105.2	98.1	108.4	92.4	111.3	108.9
N#C/C(=C\c1cccs1)c1nc(-c2ccc(Cl)cc2)cs1	99.0	101.5	106.7	121.7	96.6	100.7	95.1	114.0	95.8
CCN(CC)c1ccc(/C=N\Nc2ccc([N+](=O)[O-])cn2)cc1	110.0	112.2	96.7	113.2	97.2	105.2	99.1	100.9	97.0
COc1ccc(Nc2nc(=O)c3ccccc3s2)cc1OC	97.0	104.7	126.0	93.9	100.6	110.6	87.3	90.5	102.7
Nc1nc2ccc(-c3cccc(Cl)c3)cc2c(=O)n1-c1ccc(C(F)(F)F)cc1	88.1	93.9	90.2	96.8	66.4	90.4	84.3	86.9	60.9

Taken from above:
For NCI-H460, `CCOc1cc(CCNS(=O)(=O)c2ccc(C)cc2)c(C(C)=O)cc1OCC` reads 76.9[100 µM]
For NCI-H522, `N#C/C(=C\c1cccs1)c1nc(-c2ccc(Cl)cc2)cs1` reads 95.1
For NCI-H226, `CCCCN(C1CCN(C(=O)OC(C)(C)C)CC1)S(=O)(=O)NC(=O)OC(C)(C)C` reads 93.4
For NCI-H322M, `COC1=CC2ON(C(=O)c3ccccc3)C1C1C3(O)CCCc4cccc(c43)N3C(=O)COC213` (stereo unspecified) reads 98.5
